Source: PubChem BioAssay
LYP act: LYP (human) phosphatase activation. Q9Y2R2. recombinant LYP, DiFMUP fluorescence; 0 = plate median, 100 = signal doubled. actives 0.11% (n = 96,000). activation, % at 2 µM. AID 697;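 active = activation at 2 µM above a set limit, the mean plus 5 SD, cut at about 37% in these data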
CYP2C9 act: increases human cytochrome P450 2C9 activity. P11712. recombinant CYP2C9, luciferin-H conversion, luminescence; hits give high values; factor 1 = untreated enzyme, 0 = blocked. activation factor at 5 µM. actives 1.4% (n = 96,000). AID 1024;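 active = activation factor of 2 or more for CYP2C9 at a 5 µM dose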;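 also: 0 = sulfaphenazole-blocked wells and 1 = vehicle-only wells; values of inactives mirror those of a sister screen read the other way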
PostGolgi yeast: growth inhibition of a yeast mutant, post-Golgi transport screen | post-Golgi transport phenotypic cell assay | inhibition, % at 10 µM | actives 0.9% (n = 98,000);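 also: yeast cells grown in 1536-well plates; yeast grown about 18 h at 30C before absorbance read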
hDAT+cocaine: changed human dopamine transporter uptake under cocaine IC80; B-score at 10 µM; Q01959; actives 1.3% (n = 110,000); LLC-PK1 hDAT cells, [14C]-dopamine uptake with cocaine IC80; actives deviate in either direction;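 active = Z score or B-score, a plate-position-corrected score, falls beyond the plate's 99.7% confidence bounds, in either direction; inactive = both scores lie inside the 99.7% bounds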;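 also: scored against the spread of the other compound wells on the same plate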
CYP2C9 inh: human CYP2C9 inhibition; inhibition, % at 5 µM; CYP2C9 Supersomes, luciferin-H conversion, luminescence; AID 777; P11712; actives 20% (n = 96,000);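 active = blocking of liver enzyme CYP2C9 beyond about 50% at 5 µM, limit read from the data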; also: values of inactives mirror those of a sister screen read the other way
Pyk2 oligo antag: blocks oligomerization of human Pyk2 in cells. Q14289. Q293 cells, Pyk2 FERM NanoBiT luminescence; hits give low values. z-score (the deposit names both 25 µM and 10 µM). actives 0.83% (n = 99,000). AID 1347419;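 active = Z-score of -3 or lower, scaled per plate to the spread of control and sample wells; inactive = z-score above -3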;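 also: negative z-score means lost luminescence so less FERM oligomerization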
Target sequence (Q14289 whole entry, looked up): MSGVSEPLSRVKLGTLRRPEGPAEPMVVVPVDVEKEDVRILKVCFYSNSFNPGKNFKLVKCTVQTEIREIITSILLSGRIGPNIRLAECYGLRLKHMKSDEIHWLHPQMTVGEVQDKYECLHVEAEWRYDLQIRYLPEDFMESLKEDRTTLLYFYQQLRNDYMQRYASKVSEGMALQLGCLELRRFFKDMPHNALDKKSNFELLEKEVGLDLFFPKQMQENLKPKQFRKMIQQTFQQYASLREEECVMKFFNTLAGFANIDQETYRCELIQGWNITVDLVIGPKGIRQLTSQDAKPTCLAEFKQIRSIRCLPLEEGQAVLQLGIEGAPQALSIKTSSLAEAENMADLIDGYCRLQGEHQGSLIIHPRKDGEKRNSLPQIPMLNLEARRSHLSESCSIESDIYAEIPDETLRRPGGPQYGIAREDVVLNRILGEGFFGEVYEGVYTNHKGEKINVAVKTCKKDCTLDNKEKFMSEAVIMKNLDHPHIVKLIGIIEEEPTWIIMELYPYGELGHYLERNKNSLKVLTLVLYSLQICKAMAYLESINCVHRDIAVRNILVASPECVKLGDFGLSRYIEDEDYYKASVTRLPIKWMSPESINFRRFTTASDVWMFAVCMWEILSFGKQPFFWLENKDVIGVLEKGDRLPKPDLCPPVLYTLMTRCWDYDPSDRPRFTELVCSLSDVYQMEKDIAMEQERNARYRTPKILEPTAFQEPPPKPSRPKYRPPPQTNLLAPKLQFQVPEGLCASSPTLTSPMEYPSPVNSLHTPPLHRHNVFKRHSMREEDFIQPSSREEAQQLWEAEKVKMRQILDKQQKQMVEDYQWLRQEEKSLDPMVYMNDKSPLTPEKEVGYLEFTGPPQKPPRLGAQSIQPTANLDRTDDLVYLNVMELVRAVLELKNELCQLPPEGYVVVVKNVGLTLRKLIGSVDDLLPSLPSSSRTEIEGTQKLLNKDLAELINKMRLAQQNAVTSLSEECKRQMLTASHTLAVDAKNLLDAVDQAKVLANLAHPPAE
PostGolgi ctrl: yeast control strain growth, post-Golgi counter-screen | efflux-deficient yeast background strain, growth absorbance A615, 16 h | inhibition, % at 10 µM | actives 5% (n = 98,000)
Ecoli WT expand: blocks growth of wild type E. coli BW25113; actives 0.15% (n = 98,000); AID 710; OD600 absorbance; growth inhibition, % at 100 µM;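 active = growth inhibition above about 50% at one test dose, limit read from the data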;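 also: growth measured after 20 h incubation at 37 °C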
PTPN22 inh 2: blocks human PTPN22 phosphatase activity; actives 0.21% (n = 96,000); recombinant LYP catalytic domain, DiFMUP fluorescence; AID 640; Q9Y2R2; inhibition, % at 2 µM;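 active = inhibition at 2 µM at or above a set limit, the screen mean plus 3 SD, cut at about 24% in these data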;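 also: 0% = DMSO with enzyme and 100% = enzyme fully blocked by orthovanadate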
An asterisk follows results filed as active; · = no result given. Rule as the data show it, unless noted: active = inhibition above about 30%; inactive = the rest.

SMILES	LYP act	CYP2C9 act	PostGolgi yeast	hDAT+cocaine	CYP2C9 inh	Pyk2 oligo antag	PostGolgi ctrl	Ecoli WT expand	PTPN22 inh 2
COCCn1c(-c2ccccc2)nc2oc3cc(OC)ccc3c(=O)c2c1=O	-6	0.6	-1	0.17	40	0.58	-1	-4	9
O=[n+]1c2c(n([O-])c3c1CCCC3)CCCCC2	-4	1	-2	0.6	0	0.45	11	3	2
Cc1ccc(NC2=NC3(CCCCC3)N=C(N)N2)c(C)c1	1	1	-5	-0.7	1	0.56	-5	13	-4
CCCNc1nc2c(c(=O)[nH]c(=O)n2C)n1CCCc1ccccc1	-5	0.9	2	-0.83	11	-0.28	2	0	4
CCC(=O)Nc1cc(NC(=O)CSc2nnc(C(C)C)n2CC)ccc1C	7	1.1	9	-1.6	-13	1.3	0	5	-10
CCOC(=O)c1sc2nc(C3CC3)cc(-c3ccc(OC)cc3)c2c1N	9	1.1	-3	1.4	-12	-0.75	3	-1	-9
O=C(O)c1cnn2c(C(F)(F)F)cc(-c3ccco3)nc12	·	1	-2	-0.015	-1	0.42	0	6	·
CCOc1ccc(-c2nnc(SCC(=O)N3CCOCC3)o2)cc1	-12	0.8	-3	0.99	16	-0.16	10	-7	12
CCOC(=O)N1CCN(C(=O)C2COc3ccccc3O2)CC1 (centres undefined)	1	1	-7	0.017	3	0.9	-7	-3	-4
COc1ccc(Nc2oc(COc3ccc(C)cc3)nc2C#N)cc1	-5	·	·	-0.3	·	0.1	·	·	11
OC(CN1C2=NCCN2c2ccccc21)c1ccc(Br)cc1 (centres undefined)	-2	1.1	2	-0.14	-6	-0.13	10	11	6
CCN1C/C(=C\c2cccc(C)c2)c2nc3ccccc3c(C(=O)O)c2C1	-19	0.9	-2	0.57	5	·	7	4	21
O=S(=O)(c1ccc(Sc2nnc3ccccn23)nc1)N1CCOCC1	9	1	9	-0.21	-5	0.24	8	-2	-10
CCOc1ccc(C(c2c(C)[nH][nH]c2=O)c2c(C)[nH][nH]c2=O)cc1OC	18	0.7	13	0.24	29	0.29	8	-1	-14
Cc1ccc(NC(=O)COC(=O)C2CCC(=O)N2)c(S(=O)(=O)N2CCOCC2)c1 (centres undefined)	2	1.7	1	0.021	-75	-0.3	12	-3	-4
O=C(Nc1ccc(Cl)c(Cl)c1)N1CCSCC1	8	·	·	1.1	·	1.8	·	·	-12
CC(C)(C)C(=O)Nc1cccc(C(=O)c2cccc(NC(=O)C(C)(C)C)c2)c1	4	0.8	6	-0.04	22	0.16	-5	-2	0
CC1=C(C(=O)Nc2ccc(Cl)cc2)C(c2ccncc2)C(C#N)=C(SCC(N)=O)N1 (centres undefined)	-9	0.4	1	2	65*	0.55	14	-9	7
N/C(=N\OC(=O)CCc1ccccc1)c1cccc(Br)c1	-3	1.1	-2	0.47	-13	-0.27	13	-1	5
Cc1ccccc1OCC(=O)OC1CCN(C)CC1	2	1.2	0	0.54	-20	-0.16	6	5	0

Single records, as listed above. Screens in order: LYP act	CYP2C9 act	PostGolgi yeast	hDAT+cocaine	CYP2C9 inh	Pyk2 oligo antag	PostGolgi ctrl	Ecoli WT expand	PTPN22 inh 2
Record of CCC(=O)Nc1cc(NC(=O)CSc2nnc(C(C)C)n2CC)ccc1C = 7	1.1	9	-1.6	-13	1.3	0	5	-10
Record of COc1ccc(Nc2oc(COc3ccc(C)cc3)nc2C#N)cc1 = -5	·	·	-0.3	·	0.1	·	·	11

Next part.
SMILES	LYP act	CYP2C9 act	PostGolgi yeast	hDAT+cocaine	CYP2C9 inh	Pyk2 oligo antag	PostGolgi ctrl	Ecoli WT expand	PTPN22 inh 2
Cc1cc(C)nc(-n2nc(C)cc2NC(=O)CN2CCc3ccccc3C2)n1	10	0.1	-2	0.52	89*	-0.99	20	11	-13
CN(C)c1ccc(NC(=O)c2cn(-c3ccccc3)nc2-c2cccs2)cc1	-1	0.6	-9	-1.2	42	-0.03	5	-9	-3
Cn1cnc(S(=O)(=O)N2CCc3ccccc32)c1	1	1.3	3	0.0038	-25	1.3	14	7	-1
CCOc1ccccc1OCC(=O)Nc1ccc(S(=O)(=O)Nc2nc(C)cc(C)n2)cc1	0	0.5	1	1.2	46	2	-7	1	0
O=C(COc1ncnc2sccc12)N1CCN(S(=O)(=O)c2ccc(Cl)cc2)CC1	3	0.9	-2	0.13	12	0.42	-3	6	-6
O=C(Nc1cccnc1)C(Cc1ccccc1)n1cccc1 (centres undefined)	3	0.6	-1	-1.3	36	·	20	1	-5
C=C(C)c1cccc(C(C)(C)NC(=O)N2CCN(CC(N)=O)CC2)c1	-5	1	1	0.95*	1	0.93	6	-1	3
COc1ccc(-c2cc(C(F)F)n3ncc(C(=O)N4CCN(C(=O)c5ccco5)CC4)c3n2)cc1	·	0.5	-5	1.8	49	·	9	5	·
CCSc1nc(C)nc2c1oc1ccccc12	·	0.8	-4	-0.19	19	1	17	0	·
COc1ccc(-c2csc(Nc3ccc(S(N)(=O)=O)cc3)n2)cc1	-2	0.7	3	0.68	35	1.3	26	4	5
COc1ccc(-c2cc(=O)[nH]c(=O)[nH]2)cc1	10	·	10	-0.21	·	1.2	2	6	-10
CC(C)CC(OC(=O)c1cccs1)C(=O)NCc1cccs1 (centres undefined)	-4	0.1	-6	0.74	92*	-0.23	-4	-12	2
COc1ccc(C)cc1NC(=O)CSc1nnc(COc2ccc(Cl)cc2)n1Cc1ccco1	-1	0.9	-3	·	7	-1.2	40*	-3	-2
CCOC(=O)c1nnn(-c2nc(OC)nc(N3CCCCC3)n2)c1-c1ccccc1	-4	0.4	9	2.4	56*	·	20	-5	2
CCOC(=O)N1CCN(C(=O)c2ccc3c(=O)n(-c4ccc(OC)cc4)c(=S)[nH]c3c2)CC1	-6	1	-2	-1.6	3	-0.27	-2	-5	4
O=C(CSc1nc2c(c(=O)n1-c1ccc(F)cc1)SCC2)NCc1ccco1	4	0.9	1	-0.044	8	-0.5	13	-1	-3
CCC(C)(C)n1nnnc1C(c1ccc(OC)c(OC)c1)N1CCN(c2ccc(OC)cc2)CC1 (centres undefined)	1	0.1	4	-0.18	88*	-0.81	6	0	0
Cc1cccc(-n2nnnc2SCC(=O)c2cc(C)n(CC3CCCO3)c2C)c1 (centres undefined)	·	1.6	-7	0.32	-63	-0.94	-2	-32	·
COc1cc(-c2ccccc2)nc(N)n1	4	1	2	-0.37	-2	0.1	-2	5	-3
Nc1nc(N)nc(-c2ccc(Oc3ccccc3)cc2)n1	-9	0.5	11	1.1	51*	-0.39	22	-9	10

Only CYP2C9 inh and PostGolgi yeast, for six of the compounds above:
SMILES | CYP2C9 inh | PostGolgi yeast
O=C(Nc1cccnc1)C(Cc1ccccc1)n1cccc1 (centres undefined) | 36 | -1
C=C(C)c1cccc(C(C)(C)NC(=O)N2CCN(CC(N)=O)CC2)c1 | 1 | 1
COc1ccc(-c2cc(C(F)F)n3ncc(C(=O)N4CCN(C(=O)c5ccco5)CC4)c3n2)cc1 | 49 | -5
CCSc1nc(C)nc2c1oc1ccccc12 | 19 | -4
COc1ccc(-c2csc(Nc3ccc(S(N)(=O)=O)cc3)n2)cc1 | 35 | 3
COc1ccc(-c2cc(=O)[nH]c(=O)[nH]2)cc1 | · | 10

(further entries)
SMILES	LYP act	CYP2C9 act	PostGolgi yeast	hDAT+cocaine	CYP2C9 inh	Pyk2 oligo antag	PostGolgi ctrl	Ecoli WT expand	PTPN22 inh 2
Cc1ccc(NC(=O)c2c(C)noc2C)cc1	-2	1	-1	0.36*	3	2.3	-2	1	4
Cc1ccc(S(=O)(=O)Nc2cccc(-c3cn4ccsc4n3)c2)cc1	2	0	-6	2.1	99*	-0.77	46*	-2	-3
CCCCCCSc1cc(C)nc2ncnn12	-2	0.6	6	-0.75	38	·	-7	3	0
O=C(CN1C(=O)NC2(CCCCCCC2)C1=O)NC(=O)NCc1ccco1	-4	0.9	8	1.3	9	1.6	38*	8	3
Cc1ccc(OCCN2CCN(C(=O)CCC(=O)Nc3nnc(C(C)C)s3)CC2)cc1	3	0.8	-3	2.7	17	1.9	40*	6	-5
O=C(Nc1ccc(Cl)cc1Cl)c1n[nH]c(Cn2cncn2)n1	6	0.5	-6	0.032	51*	0.34	8	-5	-3
O=C1CC2(CCCCC2)Oc2ccc(OCC(=O)N3CCOCC3)cc21	3	1	6	0.87	2	-0.73	10	1	-4
CCOc1ccc(NC(=O)C2CCCN(C(=O)Nc3ccccc3)C2)cc1 (centres undefined)	-4	·	·	-0.38	·	0.2	·	·	2
CCSc1nnc2n(N)c(=O)c3ccccc3n12	6	1.1	0	-1.1	-9	·	2	-10	0
CCOC(=O)NC1(C(F)(F)F)NC(=O)N(C2CCCCC2)C1=O (centres undefined)	0	0.8	-4	0.018	16	-0.51	5	8	2
Cc1nnc(NC(=O)c2ccc3c(c2)C(=O)N(CCC(C)C)C3=O)s1	10	0.9	-12	-0.48	9	-0.5	2	-7	-7
COc1ccc(-c2noc(C3CCCN(C(=O)c4ccccc4OC)C3)n2)cc1OC (centres undefined)	-4	0.8	-2	0.14	17	0.31	13	4	3
CCS(=O)(=O)Nc1ccc(Cc2ccncc2)cc1	2	0.1	2	0.41	95*	1.3	-1	1	-4
CCOC(=O)c1c(C)[nH]c(C(=O)OCC(=O)N2CCc3ccccc32)c1C	-2	0.9	19	0.58	8	-0.32	-4	-1	0
COCCN=C1Sc2nc3c(C)cccc3cc2CN1Cc1ccco1	-14	0.4	-5	-1.1	57*	-0.31	10	-5	15
CCc1cc(=O)oc2c(C)c(OCC(=O)N3CCCc4ccccc43)ccc12	-2	0.1	13	-0.35	94*	-4.6*	33*	0	4
CCc1c(O)nc(SCC(=O)N2CCOCC2)n(-c2ccccc2)c1=O	-1	0.9	0	-0.17	6	1.6	-2	-1	-2
COc1ccc(C2=Nn3c(nnc3-c3cccnc3)SC2)cc1	-11	·	-9	-0.42	·	-0.45	7	3	7
C=C(C)C1CC=C(CN2CC(C)OC(C)C2)CC1 (centres undefined)	-1	1	95*	0.21	-3	0.08	17	1	2
O=C(NCC(c1cccnc1)N1CCOCC1)c1ccc2c(c1)OCO2 (centres undefined)	9	·	-1	-0.42	·	-0.25	0	3	-4

3 structures from above, arranged by SMILES length, lowest first.
SMILES	LYP act	CYP2C9 act	PostGolgi yeast	hDAT+cocaine	CYP2C9 inh	Pyk2 oligo antag	PostGolgi ctrl	Ecoli WT expand	PTPN22 inh 2
CCCCCCSc1cc(C)nc2ncnn12	-2	0.6	6	-0.75	38	·	-7	3	0
O=C(Nc1ccc(Cl)cc1Cl)c1n[nH]c(Cn2cncn2)n1	6	0.5	-6	0.032	51*	0.34	8	-5	-3
Cc1ccc(S(=O)(=O)Nc2cccc(-c3cn4ccsc4n3)c2)cc1	2	0	-6	2.1	99*	-0.77	46*	-2	-3

Next section:
SMILES	LYP act	CYP2C9 act	PostGolgi yeast	hDAT+cocaine	CYP2C9 inh	Pyk2 oligo antag	PostGolgi ctrl	Ecoli WT expand	PTPN22 inh 2
S=C(Nc1cccc(Cl)c1)Nc1ccccc1Oc1ccccc1	-4	0.3	16	-0.11	66*	-0.82	15	7	7
CC(C)Oc1ccc(CC2CC(=O)NC2=O)cc1 (centres undefined)	-2	1	0	-0.79	-4	0.06	-3	7	1
COc1ccc(C(=O)N2CCc3cc(OC)c(OC)cc3C2c2cccc([N+](=O)[O-])c2)cc1OC (centres undefined)	39*	0.3	-4	1.2	69*	0.12	5	-6	-35
COc1ccc(C2/C(=C(/O)c3ccc(Cl)cc3)C(=O)C(=O)N2CCN2CCOCC2)c(OC)c1 (centres undefined)	6	0.8	-5	·	16	1.3	5	2	-5
Cc1nn2c(N3CCCC3)cc(C(C)C)nc2c1-c1ccccc1	-8	1.1	22	-0.24	-14	-0.3	-2	7	5
